# FLuc stim CS = FLuc activators, initial screening, artefact control for FLuc-dependent activation tests, biochemical, ATPlite luminescence | Luciferin 4-monooxygenase (Photinus pyralis), P08659 | ATPlite luciferase biochemical, 10 min; 0 = ATP-free wells, 1 = DMSO control | activation factor at 10 µM | 200,000 tested, under 10 active | AID 1027, 2008;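 active = luciferase activation factor, scaled between plate controls, of at least 2 with compound at 10 µM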
#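 Material: luciferase plus luciferin reagent, cell-free. Medium: PBS buffer for ATP. Also added: ATP substrate, dispensed from a 10.24 µM working solution in PBS. Doses: test compounds dosed from 2 mM stocks in 100% DMSO. Incubation: 10 min post-reagent at room temperature. Technique: light output (luminescence). Read-out basis: luminescence gain marking luciferase activators.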
# G6PDH CS = L. mesenteroides G6PDH inhibitors, counter-screen for G6PDH-coupled screening assays, biochemical, Leuconostoc mesenteroides enzyme. 0.12% of 200,000 active. inhibition, % at 5 µM. AID 1020, 2008. Purified L. mesenteroides G6PDH, diaphorase/resazurin coupled fluorescence, 45 min; in the data active = inhibition above about 50%
# STAT1 act = STAT1 signaling activators, primary screen, cell-based, HTS, luciferase reporter | NIH 3T3 STAT1-luciferase reporter, IFN-gamma, luminescence; 100% = IFN-gamma alone, no compound | activation (% of control), % at 5.5 µM | 2.6% of 200,000 active | AID 932, 2007;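 active = activation above the screen-wide mean activation plus 3 SD, cut at about 130% in these data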;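 note: raw ratio to IFN-gamma control signal so 100% means no change and 0% no light; values of inactives mirror those of a sister screen read the other way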
# FLuc inhib CS = firefly luciferase enzyme inhibitors, primary screen, artefact control for luciferase-based inhibitor screens, biochemical, luminescence, ATPLite; AID 1006, 2008; Luciferin 4-monooxygenase (Photinus pyralis), P08659; 1.5% of 200,000 active; inhibition, % at 10 µM; 10 min;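 active = inhibition above about 50% when tested at 10 µM, limit read from the data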
# NF-kB neuron act = activators of NF-kB expression in neurons, primary screen, cell-based, HTS | human neuronal cells, NF-kB reporter expression; active compounds read high | 1.6% of 190,000 active | fold change at 12.5 µM; in the data active = fold change above about 3.3
# TLR4-MyD88 BLA = inhibitors of TLR4-MyD88 association in cells, primary screen, cell-based, HeLa CL3-4, BLA complementation, FRET ratio | Toll-like receptor 4 (Homo sapiens) + Myeloid differentiation primary response protein … | HeLa CL3-4 TLR4/MyD88 BLA complementation | inhibition, % at 8.4 µM | 0.18% of 200,000 active | AID 861, 2007; in the data active = inhibition above about 25%;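 note: 0% = vehicle and 100% = reference inhibitor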
# Target sequence (O00206 whole entry, looked up): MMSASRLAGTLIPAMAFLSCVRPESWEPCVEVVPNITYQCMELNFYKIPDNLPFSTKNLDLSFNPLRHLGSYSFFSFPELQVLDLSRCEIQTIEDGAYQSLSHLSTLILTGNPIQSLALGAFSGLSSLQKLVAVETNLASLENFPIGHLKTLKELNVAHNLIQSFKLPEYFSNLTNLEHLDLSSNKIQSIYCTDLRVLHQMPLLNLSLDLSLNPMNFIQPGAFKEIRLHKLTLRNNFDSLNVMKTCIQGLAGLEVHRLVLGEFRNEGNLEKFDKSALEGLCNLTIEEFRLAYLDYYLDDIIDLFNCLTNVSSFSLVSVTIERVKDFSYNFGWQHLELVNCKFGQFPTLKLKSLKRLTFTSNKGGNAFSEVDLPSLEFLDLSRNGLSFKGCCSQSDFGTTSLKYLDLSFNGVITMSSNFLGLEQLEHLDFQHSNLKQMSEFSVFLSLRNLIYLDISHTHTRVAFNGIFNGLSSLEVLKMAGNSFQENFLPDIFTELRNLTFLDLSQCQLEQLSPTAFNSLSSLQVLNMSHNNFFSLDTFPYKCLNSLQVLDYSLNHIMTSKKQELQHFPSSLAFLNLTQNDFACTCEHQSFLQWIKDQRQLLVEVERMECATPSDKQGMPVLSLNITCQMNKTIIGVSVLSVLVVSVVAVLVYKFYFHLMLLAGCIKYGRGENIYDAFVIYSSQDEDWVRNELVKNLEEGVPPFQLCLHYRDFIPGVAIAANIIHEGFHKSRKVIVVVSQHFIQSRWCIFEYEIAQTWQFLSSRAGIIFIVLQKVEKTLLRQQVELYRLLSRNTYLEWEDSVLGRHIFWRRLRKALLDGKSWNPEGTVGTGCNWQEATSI
# Target sequence (Q99836 whole entry, looked up): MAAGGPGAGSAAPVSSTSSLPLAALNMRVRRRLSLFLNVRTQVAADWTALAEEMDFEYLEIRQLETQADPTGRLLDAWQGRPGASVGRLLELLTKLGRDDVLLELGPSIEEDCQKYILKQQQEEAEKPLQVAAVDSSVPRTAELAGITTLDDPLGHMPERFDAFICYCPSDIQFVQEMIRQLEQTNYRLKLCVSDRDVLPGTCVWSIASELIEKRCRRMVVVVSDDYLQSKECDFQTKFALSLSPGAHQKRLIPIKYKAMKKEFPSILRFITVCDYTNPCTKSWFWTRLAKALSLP
# APP 5UTR inh = inhibitors of APP translation via 5'UTR reporter, primary screen, APP 5'UTR luciferase, SH-SY5Y cells; SH-SY5Y APP 5'UTR-luciferase reporter, luminescence; inhibition, % at 2 µM; 0.82% of 190,000 active; AID 1285, 2008;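 active = inhibition above a set limit, derived from the sample mean plus 3 SD, cut at about 45% in these data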; note: values of inactives mirror those of a sister screen read the other way
# Diaphorase inh = diaphorase inhibitors and chemical oxidizers, primary screen, counter-screen for diaphorase-coupled primary assays, biochemical, uHTS, resorufin fluorescence; diaphorase resazurin-to-resorufin fluorescence, NADH, 16 min; bacterial (C. kluyveri) enzyme, not human; inhibition, % at 20 µM; 0.69% of 190,000 active;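 active = primary screen inhibition at 20 µM above a set limit, cut at about 50% in these data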;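 note: plate controls were DMSO with full reaction for no effect and wells lacking NADH for full effect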
#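 material = Clostridium kluyveri diaphorase enzyme | amount = 0.14 U/mL diaphorase, enzyme working solution | schedule = incubation 16 min, room temperature | detection = fluorescence of resorufin formed from resazurin, Ex 544/Em 590 nm | benchmarks = positive control minus NADH, DMSO neutral control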
# APP 5'UTR act = activators of APP 5'UTR luciferase reporter, primary screen, SH-SY5Y cells. SH-SY5Y APP 5'UTR luciferase reporter, luminescence; zero percent = DMSO vehicle wells. activation, % at 2 µM. 1% of 190,000 active;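 active = activation above a set limit, based on mean plus 3 SD of controls, cut at about 140% in these data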; note: values of inactives mirror those of a sister screen read the other way
# Diaphorase act = compounds boosting diaphorase resazurin reduction – biochemical, uHTS, resorufin fluorescence, counter-screen for diaphorase-coupled primary assays, primary screen | 0.005% of 190,000 active | Diaphorase/resazurin coupled assay, 16 min; active compounds read high; 1 = vehicle wells, 0 = NADH-free wells | activation factor at 20 µM;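 active = diaphorase activity raised at least twofold by the compound at 20 µM; inactive = activation factor below 2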
#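 Material: bacterial diaphorase enzyme (C. kluyveri); amount: enzyme 0.07 U/mL final; reagent: NADH substrate 0.114 mM plus resazurin dye 0.1 mM, final; doses: single compound dose of 20 µM, 1% DMSO final; timing: 16 min enzyme reaction, ambient temperature; measured by: fluorescence of resorufin, 544 nm excitation, 590 nm emission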
# Numbers without * were called inactive; . = no result given.
SMILES	FLuc stim CS	G6PDH CS	STAT1 act	FLuc inhib CS	NF-kB neuron act	TLR4-MyD88 BLA	APP 5UTR inh	Diaphorase inh	APP 5'UTR act	Diaphorase act
Cc1c(C(=O)NC(C)c2ccccc2)c(-c2ccccc2)nn1-c1ccccc1 (centres undefined)	1	8	93	-2	1.3	2	15	-9	-15	1.1
COc1ccc(/C=N/NC(=O)C2(O)c3ccccc3-c3ccccc32)cc1	1	3	98	-3	0.96	-5	4	5	-4	1
CCSc1nc2ccccc2n1C(=O)c1ccc(S(=O)(=O)N2CCCCCC2)cc1	1	22	79	4	1.2	-3	0	2	0	1
O=C(COC(=O)c1cc(=O)[nH]c2ccc(Br)cc12)c1ccccc1	1	4	101	-3	0.97	0	-12	7	12	0.9
COc1ccnc(CSC(N)=Nc2ccc(F)cc2)c1	1.1	0	105	-5	1.7	1	-56	5	57	1
COc1ccccc1OCCC(=O)OCCN1C(=O)c2ccccc2C1=O	1.1	2	99	-9	0.95	-5	-8	10	8	0.9
CCn1nnc(-c2ccc(N)cc2)n1	1	7	85	-4	1.2	6	-6	6	6	0.9
CCCCOCC1CN(c2ccccc2)C(=O)CS1 (centres undefined)	1	4	96	-5	1.1	0	-20	15	20	0.8
C=CCO/N=C(/C)c1ccc(Oc2cnccn2)cc1	1	2	108	-2	1.3	-5	-6	2	7	1
O=C1NC(c2ccc(-c3ccccc3[N+](=O)[O-])o2)C(C(=O)c2ccc(Cl)cc2)C(O)(C(F)(F)F)N1 (centres undefined)	1.1	-7	102	-7	0.49	-15	13	33	-13	0.7
O=c1c2c([nH]c3ccccc13)CCCC2	0.9	14	96	6	1.2	-6	-4	7	4	0.9
O=C(CSc1nc2ccc(Cl)cc2[nH]1)c1c[nH]c2ccccc12	1.1	2	92	-9	1.2	8	8	14	-8	0.9
CCCCCCc1cc2cc(S(=O)(=O)c3ccc(F)c(Cl)c3)c(=O)oc2cc1O	1	7	93	-3	0.43	-21	-25	5	25	0.9
COc1ccc(S(=O)(=O)/N=C2/C=CC(=O)C(C)=C2C)cc1	1	40	97	2	0.97	-8	-12	29	12	0.7
Nc1cc(=O)[nH]c(SCC(=O)N2CCN(S(=O)(=O)c3ccc4ccccc4c3)CC2)n1	1.1	2	89	-8	1	-3	-8	0	8	1
CCCCCCCCCCCCCCCCn1cc[n+](CC(C)=O)c1	1	4	78	-5	0.45	10	20	-201	-20	3*
Cc1nc(-c2ccccc2)nc2[nH]ccc(=O)c12	0.9	10	119	8	1.9	8	-10	13	10	0.9
Cc1ccc(SCCN2C(=O)NC(C)(C)C2=O)cc1	1	8	103	-4	1	-13	-5	-1	5	1
CS(=O)(=O)c1ccc(Cl)c(NC(=O)CCc2ccccc2)c1	1	9	102	-3	1.1	1	20	13	-19	0.9
CCOC(=O)CCCCC(=O)c1[nH]c(=O)[nH]c1CSc1nc(-c2ccccc2)c(C#N)c(=O)[nH]1	1.1	-7	104	-9	1.3	6	-4	44	5	0.6
CCN(CC)C(=O)CSc1nc2ccsc2c(=O)n1CCCC(=O)NCCc1ccc(S(N)(=O)=O)cc1	1.1	0	105	-5	1.3	-11	-5	17	5	0.8
CN(CC(=O)N1CCN(c2ccccc2)CC1)S(=O)(=O)c1cnc[nH]1	1	6	98	-3	1.1	9	2	7	-2	0.9
CCc1ccc(Cn2nnc(C(=O)Nc3ccc(OC)cc3OC)c2N)cc1	1	2	101	-4	1	-4	25	7	-25	0.9
C=CCOc1ccc(CNn2cn[nH]c2=S)cc1OCC	1	5	102	-3	1.1	15	1	14	-1	0.9
O=C(C1=C[C@H](c2csc3ccccc23)C[C@H](OCCCCO)O1)N1CCOCC1	1	5	102	-4	0.77	1	1	26	-1	0.7

# The last five entries of the part above open the next one:
SMILES	FLuc stim CS	G6PDH CS	STAT1 act	FLuc inhib CS	NF-kB neuron act	TLR4-MyD88 BLA	APP 5UTR inh	Diaphorase inh	APP 5'UTR act	Diaphorase act
CCN(CC)C(=O)CSc1nc2ccsc2c(=O)n1CCCC(=O)NCCc1ccc(S(N)(=O)=O)cc1	1.1	0	105	-5	1.3	-11	-5	17	5	0.8
CN(CC(=O)N1CCN(c2ccccc2)CC1)S(=O)(=O)c1cnc[nH]1	1	6	98	-3	1.1	9	2	7	-2	0.9
CCc1ccc(Cn2nnc(C(=O)Nc3ccc(OC)cc3OC)c2N)cc1	1	2	101	-4	1	-4	25	7	-25	0.9
C=CCOc1ccc(CNn2cn[nH]c2=S)cc1OCC	1	5	102	-3	1.1	15	1	14	-1	0.9
O=C(C1=C[C@H](c2csc3ccccc23)C[C@H](OCCCCO)O1)N1CCOCC1	1	5	102	-4	0.77	1	1	26	-1	0.7
Cc1ccc(Oc2ncnc(N)c2[N+](=O)[O-])cc1C	1	7	100	-3	0.83	-14	3	10	-3	0.9
Cc1ccc(SCC(=O)Nc2ccc(-c3nnc(-c4ccco4)o3)cc2)cc1	1.1	2	128	-8	1.7	-2	-69	11	69	0.9
O=C(COC(=O)c1c2c(nc3ccccc13)CCCCC2)NCc1ccc2c(c1)OCO2	1.1	2	94	-6	1.8	-6	-2	27	3	0.7
CC(=O)NCCNc1ccc([N+](=O)[O-])cc1C#N	1.1	10	101	-8	1.1	-1	4	5	-3	0.9
Cc1ccc(NCc2n[nH]c(=S)n2Cc2ccccc2)cc1Cl	1	12	99	-2	1.1	6	0	32	1	0.7
CCOc1c(Br)cc(/C=N\NC(=O)c2ccccc2)cc1OC	0.8	-1	123	17	2.3	-12	-2	23	2	0.8
CCOC(=O)c1ccc(-c2cccc(C(F)(F)F)c2)nc1C	1	-16	104	-4	1.7	-6	12	18	-12	0.8
Cc1nn(C)c(C(=O)NNC(=S)NCc2ccco2)c1Br	1	9	96	0	1.3	-2	-28	-7	28	1.1
COc1ccc(OCC(=O)N/N=C/C2CC=CCC2)cc1 (centres undefined)	1.1	0	106	-6	1.3	-7	9	1	-9	1
CCOC(=O)c1c(NC(=O)c2noc(C)c2[N+](=O)[O-])sc(C(C)=O)c1C	1.1	6	90	-6	1.6	7	8	4	-8	1
CC(CCc1ccccc1)NC(=O)COC(=O)C1=COCCO1 (centres undefined)	1	4	104	-5	1.3	2	13	13	-13	0.9
CCOC(=O)c1ccccc1NC(=O)Cn1cnc2c(cnn2C(C)(C)C)c1=O	1	0	112	-4	0.98	4	1	10	-1	0.9
O=C(NCCc1ccco1)c1nn(Cc2ccccc2)c(=O)c2ccccc12	0.9	0	91	6	0.88	-6	-4	8	4	0.9
Cc1ccc(OCC(O)CN2CCN(Cc3ccc4c(c3)OCO4)CC2)cc1C (centres undefined)	1	1	98	0	1.2	4	7	7	-7	0.9
O=C(NCc1ccc(Cl)cc1)c1noc2c1CCCCC2	1	2	101	-4	1.6	6	-24	16	24	0.8
Cc1ccccc1OCc1nc2ccc(S(=O)(=O)N3CCOCC3)cc2[nH]1	1.1	11	102	-9	0.83	-2	2	11	-2	0.9
O=C(CSc1nccc(=O)[nH]1)Nc1ccc(F)c(Cl)c1	1.1	8	96	-9	1.3	-5	-2	10	2	0.9
COC(=O)Nc1nnc(/C=C/c2ccc(OC)cc2)s1	0.5	16	120	52*	2	-3	-52	-4	52	1
COc1cc(OC)c(C2N(c3ccc(Cl)cc3)C(=O)C3CCCN32)cc1OC (centres undefined)	1.1	3	101	-6	1.1	-2	18	18	-18	0.8
COc1ccc(CC(=O)NCc2ccccc2Cl)cc1S(=O)(=O)N1CCOCC1	.	.	99	.	1	6	-3	.	3	.
COc1cc2oc3ccccc3c2cc1N(CC(=O)N(C)C)S(=O)(=O)c1ccc(C)cc1	1	10	103	-2	0.79	-4	6	17	-6	0.8
Cc1cccc(/C=N\NC(=O)c2csnn2)c1	0.7	11	127	34	2	-14	3	13	-3	0.9
CC(C)N1CCN(Cc2cccc(-n3cccn3)c2)CC1CCO (centres undefined)	1.1	9	101	-9	1.2	3	-6	0	6	1
CCCCCOC(=O)c1cc(=O)[nH]c2ccccc12	1	8	114	-1	1.4	-2	-14	29	14	0.7
CCCS(=O)(=O)N1CCN(Cc2ccco2)CC1	1.1	4	99	-5	1.2	4	-5	18	5	0.8

# New compounds follow:
SMILES	FLuc stim CS	G6PDH CS	STAT1 act	FLuc inhib CS	NF-kB neuron act	TLR4-MyD88 BLA	APP 5UTR inh	Diaphorase inh	APP 5'UTR act	Diaphorase act
CCCCn1c(=S)[nH]c2cc(S(=O)(=O)N3CCCCC3)ccc21	1.1	-3	98	-7	0.8	-2	.	13	.	0.9
Cc1nnc(SCc2ccccc2C#N)n1-c1ccccc1	1	20	99	4	1	1	4	12	-4	0.9
Cc1ccc(SCC(=O)NC(=O)NCc2ccco2)cc1C	1.1	9	100	-8	0.93	-7	-7	10	7	0.9
Cc1cccc(CC(Cc2nc3ccccc3[nH]2)c2nc3ccccc3[nH]2)c1 (centres undefined)	1	6	92	-5	0.56	2	-3	13	3	0.9
CC(=O)Nc1cccc2c1OCCO2	1	4	101	-4	1.1	0	1	26	-1	0.7
COc1ccc(C(=O)NCCc2nnc(SCC(=O)Nc3ccc(Br)cc3)n2C)cc1	0.8	13	103	16	1.1	-13	3	19	-3	0.8
Cc1ccc(Cn2cc(/C=N/Nc3ccc([N+](=O)[O-])cn3)c3ccccc32)cc1	1.1	-29	103	-7	1.2	12	-40	1	40	1
COc1ccc(C(=O)NCC(=O)NCC(=O)OCC(=O)C(C)(C)C)cc1	1	2	97	-3	1.5	-9	1	8	-1	0.9
COc1ccc(S(=O)(=O)N2CC(O)C[C@H]2C(=O)OCC(=O)N2CCCCCC2)cc1 (some centres undefined)	1	4	139*	-4	1.1	-3	-13	2	13	1
O=C(COC(=O)c1n[nH]c(=O)c2ccccc12)c1ccccc1	0.9	0	104	6	0.95	-6	-5	16	5	0.8
CCCCCC(=O)Nc1ccc2oc(-c3cncc(Br)c3)nc2c1	0.9	7	110	5	1.8	7	-5	-1	5	1
CCOC(=O)C1=C(c2ccccc2)NC(SCC(=O)Nc2cccc(C)c2)=C(C#N)C1c1ccco1 (centres undefined)	1.1	-3	97	-6	0.97	1	5	26	-5	0.7

# Source: PubChem
